Screening data deposited in PubChem BioAssay by several laboratories.
MazEF act = activators of E. coli MazEF toxin-antitoxin RNase | 350,000 tested, 0.32% active | AID 504720 | P0AE70 | FAM/BHQ RNA-DNA oligo cleavage fluorescence, 5 h | activation, % at 20 µM; in the data active = activation above about 50%
Target sequence (P0AE70 whole entry, looked up): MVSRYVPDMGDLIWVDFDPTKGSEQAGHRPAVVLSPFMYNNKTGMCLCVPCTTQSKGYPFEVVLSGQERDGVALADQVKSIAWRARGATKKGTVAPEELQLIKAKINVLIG
Rv3671c inh = inhibitors of M. tuberculosis serine protease Rv3671c; P9WHR9; 320,000 tested, 0.048% active; inhibition, % at 5.96 µM; AID 2606; in the data active = inhibition above about 38%;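 also: extracellular domain of Rv3671c used as enzyme; 0% = enzyme with DMSO and 100% = no enzyme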
GDH-TPI inh = GDH-TPI coupled enzyme inhibition counter-screen; 360,000 tested, 1.2% active; inhibition, % at 4.8 µM; GDH-TPI coupled enzyme counterscreen, NADH absorbance; in the data active = inhibition above about 30%;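 also: 0% = DMSO wells and 100% = wells lacking the enzyme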
Mtb FBA inh = inhibits M. tuberculosis FBA enzyme. purified M. tuberculosis FBA, fluorescence read-out. inhibition, % at 1 µM. 360,000 tested, 2.3% active. AID 588726; in the data active = inhibition above about 27%;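 also: 0% = vehicle and 100% = reference inhibitor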
PriA SSB inh = blocks PriA binding to SSB C-terminal tail; AID 1272365; AlphaScreen SSBct-PriA binding, biotinylated peptide; inhibition, % at 33 µM; 430,000 tested, 0.6% active; in the data active = inhibition mostly above about 37%, no sharp cut-off; inactive = mostly below about 20%;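 also: plate controls were negative control peptide for no effect and reference peptide for full effect; strong numbers were not always called active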
BioA inh = blocks M. tuberculosis BioA enzyme activity; purified M. tuberculosis BioA enzyme, plate reader; inhibition, % at 9.99 µM; 360,000 tested, 0.096% active; AID 602481; in the data active = inhibition above about 40%
UGM FP inh = blocks M. tuberculosis UGM enzyme; purified UGM, fluorescence polarization probe displacement; inhibition, % at 10 µM; 320,000 tested, 0.06% active; AID 504406; in the data active = inhibition above about 10%, passing the limit was not always enough
Target sequence (P9WIQ1 whole entry, looked up): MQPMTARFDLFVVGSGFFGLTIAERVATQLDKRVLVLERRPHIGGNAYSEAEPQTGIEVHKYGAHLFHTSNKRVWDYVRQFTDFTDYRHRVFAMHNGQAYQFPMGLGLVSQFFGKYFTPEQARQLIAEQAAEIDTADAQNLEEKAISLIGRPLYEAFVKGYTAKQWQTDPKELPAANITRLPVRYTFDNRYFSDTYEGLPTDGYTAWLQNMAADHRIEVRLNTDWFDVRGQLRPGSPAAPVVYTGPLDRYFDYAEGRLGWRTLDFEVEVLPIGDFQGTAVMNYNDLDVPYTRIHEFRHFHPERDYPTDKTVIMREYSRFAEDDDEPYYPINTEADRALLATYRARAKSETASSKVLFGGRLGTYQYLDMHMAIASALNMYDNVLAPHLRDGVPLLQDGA
DUSP3 inh = blocks human VHR1 dual specificity phosphatase | P51452 | recombinant VHR phosphatase, pNPP absorbance | inhibition, % at 13.3 µM | 290,000 tested, 0.52% active | AID 1654; in the data active = inhibition above about 50%; also: some compounds called inactive have numbers as strong as hits
Target sequence (P51452 whole entry, looked up): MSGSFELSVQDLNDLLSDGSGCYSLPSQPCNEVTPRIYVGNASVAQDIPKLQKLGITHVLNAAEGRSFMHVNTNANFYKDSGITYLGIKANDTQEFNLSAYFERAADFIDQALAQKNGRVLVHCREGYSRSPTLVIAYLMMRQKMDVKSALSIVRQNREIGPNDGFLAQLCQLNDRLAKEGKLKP
BH1578 lux ind = quorum light induction in luxS cqsA deficient V. cholerae. V. cholerae BH1578 lux reporter, luminescence, 6 h. activation, % at 18.7 µM. 350,000 tested, 0.16% active. AID 588436; in the data active = activation mostly above about 9.7%, no sharp cut-off; also: not every result past the cut was called active; inactives centre near 0; reference of the scale not given here
3CLpro inhibitor = SARS-CoV 3CLpro protease inhibition; recombinant SARS-CoV 3CLpro, quenched FRET peptide cleavage; AID 1706; P0C6X7; 290,000 tested, 0.14% active; inhibition, % at 6 µM; in the data active = inhibition above about 12%
The depositor's hits bear a star; i = inactive; x = no result given; & = joins results of further samples. These rows are one share of the data; the hit share may differ from the screen's.

no.	structure	BH1578 lux ind	GDH-TPI inh	Rv3671c inh	PriA SSB inh	UGM FP inh
1	CCOCCCN1C(=O)C2C(C(=O)Nc3ccc(OCC)cc3)C3C=CC2(O3)C1C(=O)NC1CCCCC1 (centres undefined)	-1.3	-5.3	-0.6	-12.2	0.0
2	O=C(c1ccc(Br)cc1)c1sc(N2CCOCC2)nc1-c1ccccc1	-0.3	3.7	-1.8	-14.2	-3.6
3	Cc1ccc(-n2ccnc2SCC(=O)N(CC(C)C)C2CCS(=O)(=O)C2)c(C)c1 (centres undefined)	i	-13.4	2.1	-16.8	-1.0
4	O=C(NCCCNCCCNC(=O)c1ccc(/C=N/O)nc1)c1ccc(/C=N/O)nc1	-0.3	-2.3	8.0	x	-2.6
5	COc1ccc(CCNC(=O)COC(=O)C2COc3ccccc3O2)cc1 (centres undefined)	0.0	-7.3	2.3	-14.8	-0.4
6	COc1ccc(S(=O)(=O)N2CCOCC2)cc1C(=O)N1CCCCC1	i	8.4	-1.7	-12.6	-1.5
7	Cc1ccc(-c2n[nH]c(=O)c3ccccc23)c(C)c1	i	3.4	-6.5	-14.8	-2.1
8	O=C(CNC(=O)c1ccc2c(c1)OCCO2)N/N=C/c1cccc(Br)c1	-0.2	-6.6	3.1	x	-0.8
9	Cc1cc2c(cc1S(=O)(=O)N1CCN(c3ccccc3)CC1)OCC(=O)N2	0.3	-7.3	-3.8	1.5	0.2
10	CC(C)CCC(CCN1CCOCC1)c1ccc2c(c1)OCO2 (centres undefined)	i	-8.5	6.4	-2.4	-1.6
11	Cc1ccc(C)c(C(=O)Nc2c(C(N)=O)oc3ccccc23)c1	-0.2	4.3	-9.9	-9.1	0.6
12	COc1ccc(OCCNS(=O)(=O)Cc2ccccc2)cc1	-0.4	1.5	5.9	1.9	-1.3
13	Cc1ccc(Cn2cccc2/C=N/NC(=S)Nc2ccc(C)cc2)cc1	0.2	11.0	7.2	x	1.4
14	O=C(c1c[nH]c2ccc(S(=O)(=O)N3CCC4(CC3)OCCO4)cc2c1=O)N1CCOCC1	i	5.1	x	-3.4	x
15	COc1ccc2cc(C(=O)Nc3ccc(S(N)(=O)=O)cc3)sc(=O)c2c1OC	-1.0	10.4	-56.0	-6.5&-2.0	0.4

no.	Mtb FBA inh	3CLpro inhibitor	DUSP3 inh	BioA inh	MazEF act
1	-0.8	-1.7	11.5	-2.1	4.2
2	-0.5	3.4	3.1	x	-2.3
3	-2.4	3.9	17.4	-1.0	-3.1
4	-1.2	3.7	0.8	-0.1	-10.6
5	-2.0	x	x	-1.0	-0.2
6	3.0	2.7	16.5	-1.6	3.7
7	-0.8	3.2	12.1	-2.2	8.2
8	-1.7	-1.7	10.8	x	-0.6
9	-1.2	-3.0	5.5	-0.7	8.5
10	6.6	4.0	-9.6	0.7	-3.0
11	-1.6	-1.7	-14.3	-0.6	-3.4
12	1.7	1.2	8.4	-0.2	6.5
13	4.3	2.9	-10.0	-2.4	-1.8
14	23.5	5.7	-0.2	-0.3	2.0
15	1.1	-2.1	14.7	1.3	14.7

Next section.
no.	structure	BH1578 lux ind	GDH-TPI inh	Rv3671c inh	PriA SSB inh	UGM FP inh
16	Cc1nc(/C(N)=N/OC(=O)Cc2ccccc2)no1	-1.8	3.7	6.9	x	-1.4
17	Cn1cnc([N+](=O)[O-])c1N=C(N)N	-1.0	12.3	-1.9	-5.7	0.1
18	CCOc1ccc(NC2CCCCC2NS(=O)(=O)c2ccccc2)cc1 (centres undefined)	i	1.3	0.3	16.7	-0.1
19	CCc1nc(Nc2ccc(NC(C)=O)cc2)c2oc3ccccc3c2n1	0.0	27.0	-9.3	7.8	-2.0
20	CC(C)CCNC1=CC(=O)CC(c2ccccc2)C1 (centres undefined)	-0.4	6.5	-6.3	-16.6	0.5
21	Nc1nc(-c2ccccc2)c(C(=O)Nc2ccccc2)s1	x	12.5	-0.7	-2.2	2.1
22	CC(C)(C)c1ccc(OCc2ccc(C(=O)N/N=C3\CC4CC=CC34)cc2)cc1 (centres undefined)	i	-4.7	-8.4	x	-0.4
23	COC(=O)c1cn(CC(=O)NC2CCCCCC2)c2ccccc12	i	1.9	-7.7	-6.0	0.5
24	Cc1nn(C(C)C(=O)NCCc2ccccc2)c(=O)c2cc3occc3n12 (centres undefined)	1.8	-1.7	11.2	-5.0	-4.1
25	Cc1ccc(-n2[nH]c(C)c(C=Nc3ccc4[nH]c(=O)[nH]c4c3)c2=O)cc1	-0.4	21.5	4.4	-0.8	3.0
26	NC(=O)CN1C(=O)C(=O)N(Cc2cccc(Cl)c2)C1=O	1.3	-7.6	-0.9	-4.4	1.2
27	Cc1c(C(=O)O)sc2nc(SCC(=O)Nc3ccc(S(=O)(=O)NC(C)(C)C)cc3)[nH]c(=O)c12	i	7.3	15.1	-32.4	1.4
28	Cn1c(=O)c(C(=S)NC(=O)C2CC2)c(N)n(Cc2ccccc2)c1=O	x	x	2.3	x	-1.4
29	O=S(=O)(Nc1cccnc1)c1ccc(Cl)c(C(F)(F)F)c1	i	2.7	3.6	-9.8	0.6
30	O=C(Nc1ccc(OC(F)(F)F)cc1)c1cnccn1	i	9.4	-1.3	-1.2	1.2

no.	Mtb FBA inh	3CLpro inhibitor	DUSP3 inh	BioA inh	MazEF act
16	1.8	3.0	11.9	x	2.2
17	-0.2	-0.5	14.4	-1.0	0.4
18	-1.2	0.9	7.4	x	5.7
19	0.6	-1.8	-9.5	5.9	4.4
20	0.5	2.5	1.3	4.7	-4.5
21	5.0	3.8	21.7	x	-1.8
22	-3.2	3.8	16.9	-0.6	4.2
23	4.9	4.3	4.3	-1.1	0.4
24	-0.8	2.8	-22.8	11.2	9.9
25	-2.1	-1.1	1.9	x	7.3
26	-3.8	-1.6	-5.3	-0.5	6.9
27	4.8	0.4	1.7	x	4.9
28	x	2.7	9.4	x	x
29	2.2	4.0	28.4	-0.1	-12.5
30	0.3	0.9	-22.4	2.2	4.4

Next section
no.	structure	BH1578 lux ind	GDH-TPI inh	Rv3671c inh	PriA SSB inh	UGM FP inh
31	Cc1ccc(CNC(=O)CCCNS(=O)(=O)c2cccc3nonc23)cc1	-0.2	-9.6	-0.6	-32.6	-1.7
32	Cc1ccc(N=C2NC(=O)/C(=C\c3ccc(C)s3)S2)cc1	-0.5	13.0	4.5	-10.3	1.1
33	CN(Cc1ccccc1)C(NC(=O)c1ccccc1)C(Cl)(Cl)Cl (centres undefined)	-0.4	15.5	-0.8	-56.4	-0.5
34	C[C@@H]1CN([C@@H](C)CO)S(=O)(=O)c2ccc(C#CC(C)(C)O)cc2O[C@H]1CN(C)C(=O)C1CCCCC1	-2.3	-2.1	x	x	x
35	O=[N+]([O-])c1ccc(C=NNC(=S)Nc2ccc(F)cc2)cc1	0.9	28.0	x	-1.4	x
36	O=C(Nc1ccccc1)c1nn(-c2cccc(C(F)(F)F)c2)ccc1=O	i	6.3	-8.3	-12.6	1.4
37	O=C(Cn1c(COc2ccccc2)nc2ccccc21)Nc1cc(Cl)ccc1Cl	-0.4	3.8	2.8	-11.8	1.7
38	CC(=NCCC1=CCCCC1)c1c(O)n(-c2ccccc2)c(=O)[nH]c1=O	-0.8	-13.8	2.6	2.0	2.2
39	CCCC1(C(=O)OC)NC(c2cc(OC)c(OC)c(OC)c2)C2C(=O)N(CC)C(=O)C21 (centres undefined)	-0.3	-7.1	14.5	-2.3	0.9
40	CC1=NN(c2ccccc2)C(=O)C1N=Nc1ccccc1 (centres undefined)	-0.2	3.9	-4.8	30.8	0.6
41	C=CCNC(=O)c1cc(-c2cccnc2)nc2ccccc12	i	4.0	9.3	-3.5	0.8
42	C=CCC1(CC=C)CCCN1C(=O)c1cc(COc2cccc(OC)c2)on1	i	1.7	5.8	-53.6	-0.6
43	Cn1c(N)c(C(=O)COC(=O)Cc2ccc(F)cc2)c(=O)n(C)c1=O	-1.2	-9.2	x	6.5	x
44	CC(Sc1nncn1C)C(=O)NCc1ccc2c(c1)OCO2 (centres undefined)	-1.7	2.2	0.7	-0.5	1.2
45	O=C(CC1OC(=O)c2ccccc21)NNC(=O)c1ccc(F)cc1 (centres undefined)	2.9	-1.1	-6.2	-6.2	-0.6

no.	Mtb FBA inh	3CLpro inhibitor	DUSP3 inh	BioA inh	MazEF act
31	-2.3	1.0	-18.6	-0.1	2.5
32	-0.4	2.5	-2.8	x	19.1
33	8.6	-2.5	5.4	-1.9	2.3
34	1.2	x	x	0.4&1.4	-5.3
35	-0.1	x	x	-2.3	-4.4
36	2.2	5.7	1.2	x	-20.8
37	2.7	3.4	0.1	x	-25.3
38	-1.4	0.7	1.2	-1.8	4.5
39	0.2	0.5	17.9	1.1	6.1
40	-4.1	0.4	-3.9	x	3.3
41	1.9	-0.4	13.9	-1.6	-5.7
42	-0.6	-4.8	-0.7	-1.5	-0.2
43	0.7	x	x	0.0	2.3
44	1.1	4.9	18.4	x	0.0
45	-2.9	x	x	-0.6	6.1

Additional records:
no.	structure	BH1578 lux ind	GDH-TPI inh	Rv3671c inh	PriA SSB inh	UGM FP inh
46	O=[N+]([O-])c1ccc(/C=N/Nc2nc(N3CCOCC3)nc(N3CCOCC3)n2)cc1	i	11.4	-5.2	x	1.0
47	O=C(NCc1ccc(F)cc1)c1ccc(Cl)c(NC2=NC3CS(=O)(=O)CC3S2)c1 (centres undefined)	-1.2	2.9	5.2	-7.5	1.7
48	O=C1NCCCc2c1no[n+]2[O-]	6.5	1.1	-10.4	-5.0	-0.1
49	Cc1cccc(C(=O)NC(=S)Nc2ccccc2C(F)(F)F)c1	-0.3	3.0	4.6	2.5	-1.9
50	C/C(NCc1cccnc1)=C(\C#N)C(=O)NCc1ccccc1	-0.2	-11.3	1.0	-14.2	0.5
51	COc1ccc(N(CC(=O)N/N=C(\C)c2ccc(C)cc2)S(=O)(=O)c2ccccc2)cc1	0.5	-0.4	-4.0	x	-1.3

no.	Mtb FBA inh	3CLpro inhibitor	DUSP3 inh	BioA inh	MazEF act
46	-1.0	-3.9	18.2	x	x
47	2.7	0.5	-10.3	-1.8	-0.2
48	-1.6	2.5	-19.8	-2.7	0.8
49	-1.0	1.2	-4.7	x	-10.0
50	-3.3	0.6	2.8	5.4	-0.9
51	1.7	3.6	22.2	-1.6	9.5
